CCT modulator = modulators of cytosolic chaperonin (CCT/TRiC) activity. AID 651819. activity change, % (test concentration not listed), hits read low. 360,000 compounds, 0.3% hits. purified chaperonin ATPase assay, HTRF ADP detection, 30 min; in the data active = activity change below about -30%; also: % is scaled to controls: 0 for no effect and ±100 for the full control effect
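First, chaperonin was dispensed at 40 nM or 20 nM final depending on batch activity. Next, compounds were pinned at 76 uM and ATP added at 10 uM. After 30 min at 37 °C, ADP detection reagents ran 30 min at ambient temperature.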
PLK1 PBD block = PLK1 (human) polo-box domain binding inhibition; 360,000 compounds, 2.8% hits; P53350; Plk1 PBD binding of FITC phosphopeptide, fluorescence polarization; Potency, µM, inactives show max response, negative = inhibition, hits mostly inhibitors; also: potency is read from the fitted curve at half-maximal effect; series mostly up to about 57 µM; % is scaled to controls: 0 for no effect and ±100 for the full control effect; nearly all actives have a fitted effect of over 65% in size
EPAC2 ag = activates human EPAC2 exchange factor; Q8WZA2; EPAC2 activation, biochemical qHTS; response scale: 100% = 6.5 mM cAMP response; Potency, µM (series often up to 154 µM), for the others: at the highest dose activation, usual class: activators; 360,000 compounds, 0.079% hits; AID 720711; also: potency is read from the fitted curve at half-maximal effect; nearly all actives have a fitted effect of over 50% in size
Target sequence (Q8WZA2 whole entry, looked up): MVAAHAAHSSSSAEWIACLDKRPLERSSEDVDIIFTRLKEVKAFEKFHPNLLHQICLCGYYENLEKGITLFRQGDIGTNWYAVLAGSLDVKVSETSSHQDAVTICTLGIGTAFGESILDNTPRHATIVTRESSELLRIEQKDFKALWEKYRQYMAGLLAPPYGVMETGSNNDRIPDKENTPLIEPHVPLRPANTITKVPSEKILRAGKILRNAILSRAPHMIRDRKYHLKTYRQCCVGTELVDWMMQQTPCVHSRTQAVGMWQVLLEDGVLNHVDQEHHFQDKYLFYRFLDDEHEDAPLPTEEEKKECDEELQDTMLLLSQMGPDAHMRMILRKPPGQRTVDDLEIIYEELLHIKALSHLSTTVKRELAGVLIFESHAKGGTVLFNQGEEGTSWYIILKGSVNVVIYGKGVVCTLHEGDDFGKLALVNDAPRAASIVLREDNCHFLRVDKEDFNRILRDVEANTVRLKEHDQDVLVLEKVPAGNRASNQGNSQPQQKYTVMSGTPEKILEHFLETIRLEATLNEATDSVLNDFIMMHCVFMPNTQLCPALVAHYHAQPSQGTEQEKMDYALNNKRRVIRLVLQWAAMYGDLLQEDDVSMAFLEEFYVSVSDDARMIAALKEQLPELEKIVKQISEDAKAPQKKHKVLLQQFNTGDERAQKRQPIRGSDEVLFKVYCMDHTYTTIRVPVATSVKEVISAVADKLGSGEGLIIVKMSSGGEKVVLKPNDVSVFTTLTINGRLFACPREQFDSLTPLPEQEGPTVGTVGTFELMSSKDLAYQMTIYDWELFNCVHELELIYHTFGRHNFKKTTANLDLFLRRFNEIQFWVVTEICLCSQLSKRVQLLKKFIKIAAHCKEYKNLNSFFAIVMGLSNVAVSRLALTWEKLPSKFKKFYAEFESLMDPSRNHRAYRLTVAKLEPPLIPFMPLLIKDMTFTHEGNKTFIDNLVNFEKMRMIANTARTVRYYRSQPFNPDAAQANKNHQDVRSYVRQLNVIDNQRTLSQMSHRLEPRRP
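Exchange assay: 100 nM EPAC2 with 250 nM Rap1B-BODIPY-GDP and 50 uM GDP. Fluorescence (ex 480/em 540 nm) read every 5 min for 30 min at room temperature. Data normalized to 6.5 mM cAMP as agonist control.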
IL2 activator = IL-2 activation | IL-2 activation reporter assay, cell-based qHTS; stimulated with anti-CD3/CD4/CD28 beads; in transgenic mouse T cells | activation, % (series mostly up to about 46 µM) | 360,000 compounds, 0.065% hits; in the data active = activation above about 50%; inconclusive = mostly about 30% to 49%; also: 0% is about no effect
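Quantitative HTS in unstimulated transgenic mouse T cells, with memory T cells as non-tolerant control and PMA/ionomycin as tolerance-bypass control. Compound pretreatment lasted 60 minutes before 18 h bead stimulation; EGFP/DsRed fluorescence read.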
EPAC1 antagonist = antagonists of human EPAC1; Potency, µM (top dose mostly 115 µM), for inactives: at the top dose activity change, negative = inhibition, hits mostly inhibitors; O95398; 360,000 compounds, 0.14% hits; EPAC1 GEF assay, Rap1b-BODIPY-GDP exchange fluorescence; AID 720709;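 also: potency is read from the fitted curve at half-maximal effect; plate controls were vehicle for no effect and positive control for full effect; nearly all actives have a fitted effect of over 50% in size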
WRN helicase inh = WRN helicase (human) inhibition | Q14191 | WRN helicase unwinding, fluorescent forked duplex, kinetic | Potency, µM (doses to about 114 µM), for the others: top-dose activity change, negative = inhibition, usual class: inhibitors | 360,000 compounds, 0.46% hits; also: potency is read from the fitted curve at half-maximal effect; % is scaled to controls: 0 for no effect and ±100 for the full control effect; nearly all actives have a fitted effect of over 55% in size
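Primary qHTS, 1536-well format. 20 nM WRN + compound, 15 min RT; start with 100 nM forked fluorophore/quencher duplex, 2 mM ATP (final); kinetic read ex 525/em 598 nm.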
PI5P4K alpha inh = blocks human PI5P4K alpha kinase activity | PI5P4Kalpha enzyme, ADP-Glo luminescence, 60 min; active compounds read low | max response, % | 330,000 compounds, 1.2% hits | AID 652105; active = max response of -50% or lower; inconclusive = between -30% and -50%; inactive = -30% or higher; also: value at the top dose of about 77 µM; % is scaled to controls: 0 for no effect and ±100 for the full control effect
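Controls without substrate or without enzyme flank wells where PI5P4Kalpha converts substrate using 5 microM ATP (final). Incubation lasts 60 minutes at room temperature; ADP formed is read by ADP-Glo luminescence.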
EPAC1 agonist = agonists of human EPAC1 | O95398 | EPAC1 agonist qHTS, biochemical assay; response scale: 100% = response to 6.5 mM cAMP | Potency, µM (titrated, usually from 154 µM), inactives show at the top dose activation, actives largely listed as activators | 360,000 compounds, 0.073% hits | AID 720707; also: potency is read from the fitted curve at half-maximal effect; nearly all actives have a fitted effect of over 60% in size
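Nucleotide exchange assay: 100 nM EPAC1 with 250 nM Rap1B loaded with BODIPY-GDP and 50 uM GDP, room temperature. Fluorescence (480/540 nm) read every 5 min for 30 min; signal change normalized to 6.5 mM cAMP as full agonist.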
Starred values were filed as active, the others as inactive; u = inconclusive; x = no result given; & = joins results of further samples; [ ] = remark or other dose. Unless noted, calls follow the shape of the dose curve; as a rule, active = well fitted curve in the direction sought with a large enough effect; inconclusive = small, poorly fitted or top-dose-only effect, or another doubt; inactive = no such curve, though single readings can be large; an effect the other way counts as inactive or inconclusive. Some of the compounds tested; the hit share may differ from the screen's.

SMILES | CCT modulator | PLK1 PBD block | EPAC2 ag | IL2 activator | EPAC1 antagonist | WRN helicase inh | PI5P4K alpha inh | EPAC1 agonist
O=C(Cn1cnc2ccccc2c1=O)Nc1ccc(-c2nnc3n2CCCCC3)cc1 | -1.2 | -5% | 9% | -0.9 | -12% | -1% | x | 5%
COc1cccc(C(=O)Nc2cc(C(=O)NCc3ccc(C)cc3)ccc2N2CCC3(CC2)CC(c2cccc(Br)c2)=NO3)c1 | -2.1 | -1% | 4% | -1.6 | 16% | 2% | 1 | 2%
COc1ccc(Nc2ncccc2C(=O)O)cc1 | -0.6 | -6% | 10% | 0.2 | -3% | 5% | x | 6%
COc1ccccc1NC(=O)c1ccc(NC(=O)c2ccc(=O)[nH]c2)cc1 | -0.4 | -9% | 0% | -0.2 | 18% | -3% | 2 | -4%
NC(=O)c1cccn(Cc2ccc(C(F)(F)F)cc2)c1=O | -6.2 | -17% | 3% | 0.3 | -22% | 0%[57.1 µM] | 12 | -2%
CC(C(=O)O)n1c2ccccc2c2cn[nH]c(=O)c21 (stereo not drawn) | 2.5 | -19% | 4% | 1.2 | 24% | -5%[57.1 µM] | 0 | -5%
COc1ccc2oc(=N)c(C(=O)Nc3ccccc3Cl)cc2c1 | -2.8 | -3% | 0% | -0.9 | -9% | 0% | 2 | -2%
O=C(O)/C=C/C(=O)NCCC1=CCCCC1 | -3.5 | 2% | 4% | 0.2 | -2% | 5% | 0 | 4%
Cc1cc(C)n2nc(SCC(=O)N(CCC#N)c3ccccc3F)nc2n1 | -2.3 | 3% | 2% | -3.0 | -18% | -14% | 24 | 4%
Cc1ccc(C(C(=O)NC2CCCCC2)N2CCCC2)cc1 (stereo not drawn) | 0.9 | 5% | 2% | 1.5 | -7% | -6% | 9 | 1%
COc1cc(C(=O)/C=C/Nc2ccc(NC(C)=O)cc2)cc(OC)c1OC | 1.2 | -10% | -5% | -0.5 | -15% | -26% | 6 | -12%
Cc1nc2oc3c(NCc4ccccn4)ncnc3c2c2c1COC(C)(C)C2 | -1.9 | -9% | 6% | -2.8 | -2% | -10% | x | 8%
Clc1ccccc1-c1ccc2ncnc(NCc3cccs3)c2c1 | x | x | 8% | -1.1 | u | x | x | 8%
COc1ccc2nc(/N=C(\N)NC(=O)N3c4ccccc4Sc4ccccc43)nc(C)c2c1 | 2.1 | -2% | 4% | 1.5 | 9% | 9% | 3 | 6%
COc1ccccc1CNC(=O)COC(=O)C12CC3CC(CC(O)(C3)C1)C2 | 0.3 | -4% | 0% | -0.3 | -11% | -3% | 2 | -9%
CCOC(=O)C1CCCN(C(=O)Cc2ccc(OC)c(OC)c2)CC1 (stereo not drawn) | 0.0 | -8% | 0% | -0.1 | 0% | 3%[57.1 µM] | 7 | -5%
CCc1ccc(CNC(=O)C2CCCN(c3nc4ccccc4o3)C2)cc1 (stereo not drawn) | -2.9 | -16% | 0% | 2.5 | 12% | -9% | x | -2%
N#Cc1ccc(C(=O)CSc2n[nH]c(=O)n2Cc2ccco2)cc1 | -1.4 | -4% | 1% | 2.3 | 8% | -26% | -7 | 0%
CCNc1ccc(C(=O)OCC(=O)NC(=O)NCC(C)C)cc1[N+](=O)[O-] | 2.2 | 3% | 0% | 3.5 | 8% | -4% | 1 | -5%
CCc1cc2c(CN(C)Cc3ccccc3F)cc(=O)oc2cc1O | 0.1 | -3% | 5% | 0.7 | -20% | -1% | 3 | 18%
COc1ccc2c(c1)c(C(O)CN1CCC(Cc3ccccc3)CC1)c(C)n2C (stereo not drawn) | 2.3 | -2% | -3% | -0.5 | -27% | -5% | 1 | 5%
Cn1cccc1Cc1nnc(SCC(=O)Nc2ccc3c(c2)OCO3)n1CCc1ccccc1 | -0.2 | u | 2% | -2.3 | -23% | 0% | -11 | 4%
CCC(C)NC(=O)C1CCC(=O)N1CCc1ccccc1 (stereo not drawn) | -1.6 | 7% | 7% | -4.9 | 1% | 11% | -4 | -5%
Cc1ccc(NC(=S)Nc2cccnc2)c(S(=O)(=O)N2CCCCC2)c1 | -1.4 | -9% | -6% | -3.2 | -9% | -6% | 0 | -7%
CCCNC(=O)CN(c1ccccc1)S(=O)(=O)c1ccc(OC)c(OC)c1 | -1.4 | 0% | -2% | -2.6 | -2% | -3%[57.1 µM] | -8 | -12%
SMILES | CCT modulator | PLK1 PBD block | EPAC2 ag | IL2 activator | EPAC1 antagonist | WRN helicase inh | PI5P4K alpha inh | EPAC1 agonist
COc1ccc(NC(=O)N(C)C[C@H]2Oc3ccc(NS(=O)(=O)c4ccc(F)cc4)cc3C(=O)N([C@H](C)CO)C[C@@H]2C)cc1 | -0.7 | -13% | -2% | -0.6 | -2% | 5% | 1 | -17%
Cn1nccc1C(=O)N1CCOCC1 | 0.5 | -12% | 6% | -3.2 | 11% | -1% | -2 | 11%
Cc1cc(C)c(C(=O)COC(=O)CN2C(=O)NC3(CCCC3)C2=O)cc1C | -1.0 | -7% | 5% | 2.3 | -7% | -23% | -1 | 3%
OCCOCCN1CCN(C2=Nc3ccccc3Sc3ccccc32)CC1 | -1.9&1.4 | -17%&1% | 3%&1% | -0.4&-0.5 | -9%&3% | 7%&4% | -3&2 | 4%&-35%
COc1cc(C)ccc1S(=O)(=O)NC(=O)C1(C)CCN1C(=O)c1ccc(C2CCCCC2)cc1 (stereo not drawn) | 0.8 | -10% | 9% | -0.3 | 5% | 1% | 2 | 7%
CCn1cc(CN2CCN(CC(C)(C)C)C(CCO)C2)c2ccccc21 (stereo not drawn) | -2.6 | -5% | -2% | 0.1 | 0% | 2% | -4 | -4%
Cc1cccc(Oc2ncnc3oc(-c4ccccc4)cc23)c1C | 0.4 | -2% | 5% | 1.1 | -2% | -3% | x | 11%
CCc1nc2ccc(C(=O)Nc3ccc(OC)c(OC)c3)cn2c1N(C)Cc1ccc(OC)cc1 | 1.9 | -4% | 1% | -0.7 | -11% | -9% | 7 | 6%
O=C(O)/C=C\C(=O)Nc1ccc(Oc2ccccc2)cc1 | -1.0 | -2% | 6% | -0.4 | 0% | 1% | x | -6%
COc1ccccc1NC(=S)c1ccccc1 | -2.4 | 27µM* | 4% | 0.8 | -7% | -2% | -9 | -2%
O=C(O)c1cc(S(=O)(=O)Nc2ccc(OCc3ccccc3)cc2)ccc1Br | 0.2 | -1% | 3% | 1.7 | -20% | 2% | 0 | 1%
COc1ccc(N(C(=O)c2ccco2)C(C(=O)NC2CCCC2)c2ccc(N(C)C)cc2)cc1OC (stereo not drawn) | -2.0 | -7% | -5% | 1.8 | -13% | 2% | 13 | 0%
Cc1onc(-c2ccccc2)c1C(=O)N/N=C/c1cccc(O)c1 | -1.3 | -17% | 8% | -0.4 | -15% | -25% | -8 | 1%
COc1ccccc1NC(=O)COC(=O)c1cc2ccccc2cc1O | -12 | -7% | 7% | 2.7 | -5% | -3% | 6 | -1%
COc1ccc(CNC(=O)C2COc3ccccc3O2)c(OC)c1 (stereo not drawn) | -1.9 | -6% | 14% | -1.9 | -2% | 0% | 0 | 3%
COc1ccc(S(N)(=O)=O)cc1C(=O)OCCCC(=O)c1ccccc1 | -0.9 | -3% | 6% | 0.6 | 6% | -4% | 0 | 1%
Cc1[nH]c2ccccc2c1C(=O)C(=O)N1CCN(C(=O)c2ccco2)CC1 | -2.0 | 0% | 1% | 0.4 | -9% | -2% | 2 | -5%
Cc1ccc(C)c2[nH]c(=O)c(CCNC(=O)C(C)(C)C)cc12 | -1.2 | -8% | 4% | -0.3 | -5% | 1% | 8 | -4%
S=C(Nc1cccc(Cl)c1)Nc1cccc2cnccc12 | 0.5 | 27µM* | 7% | -3.8 | -10% | u | -16 | 9%
O=Cc1cccc(OCc2cn(CC(=O)c3ccc(O)cc3)nn2)c1 | -4.1 | -15% | 17% | -0.3 | -6% | -8% | -15 | -17%
COc1ccc(C(=O)Nc2nnc(Cc3ccc(OC)c(OC)c3)s2)c(OC)c1 | 0.2 | -29% | 4% | -3.6 | -3% | 7% | 4 | 0%
c1ccc(Oc2cccc(Oc3ccccc3)n2)cc1 | -15 | 1% | 16% | -3.2 | -14% | -4% | 12 | 3%
COc1cc(O)c2c(=O)c3c(O)ccc(O)c3oc2c1 | -1.9 | -8% | 2% | 2.0 | 6% | -5% | -5 | -22%
O=C(/C=C/c1ccco1)Oc1cc(Br)cc(/C=N/NC(=O)c2ccccc2O)c1 | -1.4 | -8% | 10% | -0.5 | u | u | 3 | 8%
CCOc1ccc(C(=O)C[n+]2cccc3cc(C)ccc32)cc1 | -1.2 | -15% | 4% | 0.1 | -3% | 5% | 2 | 2%

As a working copy, ten of the compounds above.
SMILES | CCT modulator | PLK1 PBD block | EPAC2 ag | IL2 activator | EPAC1 antagonist | WRN helicase inh | PI5P4K alpha inh | EPAC1 agonist
COc1ccc(NC(=O)N(C)C[C@H]2Oc3ccc(NS(=O)(=O)c4ccc(F)cc4)cc3C(=O)N([C@H](C)CO)C[C@@H]2C)cc1 | -0.7 | -13% | -2% | -0.6 | -2% | 5% | 1 | -17%
Cn1nccc1C(=O)N1CCOCC1 | 0.5 | -12% | 6% | -3.2 | 11% | -1% | -2 | 11%
Cc1cc(C)c(C(=O)COC(=O)CN2C(=O)NC3(CCCC3)C2=O)cc1C | -1.0 | -7% | 5% | 2.3 | -7% | -23% | -1 | 3%
OCCOCCN1CCN(C2=Nc3ccccc3Sc3ccccc32)CC1 | -1.9&1.4 | -17%&1% | 3%&1% | -0.4&-0.5 | -9%&3% | 7%&4% | -3&2 | 4%&-35%
COc1cc(C)ccc1S(=O)(=O)NC(=O)C1(C)CCN1C(=O)c1ccc(C2CCCCC2)cc1 (stereo not drawn) | 0.8 | -10% | 9% | -0.3 | 5% | 1% | 2 | 7%
CCn1cc(CN2CCN(CC(C)(C)C)C(CCO)C2)c2ccccc21 (stereo not drawn) | -2.6 | -5% | -2% | 0.1 | 0% | 2% | -4 | -4%
Cc1cccc(Oc2ncnc3oc(-c4ccccc4)cc23)c1C | 0.4 | -2% | 5% | 1.1 | -2% | -3% | x | 11%
CCc1nc2ccc(C(=O)Nc3ccc(OC)c(OC)c3)cn2c1N(C)Cc1ccc(OC)cc1 | 1.9 | -4% | 1% | -0.7 | -11% | -9% | 7 | 6%
O=C(O)/C=C\C(=O)Nc1ccc(Oc2ccccc2)cc1 | -1.0 | -2% | 6% | -0.4 | 0% | 1% | x | -6%
COc1ccccc1NC(=S)c1ccccc1 | -2.4 | 27µM* | 4% | 0.8 | -7% | -2% | -9 | -2%
